TCR CD3 inh – human TCR-CD3 binding inhibition; 360,000 compounds, 0.37% hits; AID 651800; TAMRA-labeled TCR probe fluorescence, biochemical; inhibition, % at 9.4 µM; in the data active means inhibition above about 19%;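 further: recombinant mutant TCR 2C K166C tagged with TAMRA read by polarization; 0% = receptor in buffer alone and 100% = receptor with positive control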
SIAE inh – blocks human sialic acid acetylesterase | Q9HAT2 | SIAE FP-Rh probe binding, fluorescence polarization | inhibition, % at 9.66 µM | 370,000 compounds, 0.69% hits;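 active means inhibition above a cutoff: mean of compounds within the control limits plus 3 SD of those, cut at about 17% in these data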;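 further: 0% = plate median of compound wells and 100% = probe without SIAE protein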
GC-B act – GC-B (human) receptor activation; HEK293-GC-B cells, CNP EC30, cGMP TR-FRET; 0% at EC30 CNP, 100% saturating CNP; AID 1920062; activation, % at 10 µM; P20594; 370,000 compounds, 0.11% hits;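 active means activation at 10 µM reaching about 35% in either raw or pattern-adjusted values, limit read from the data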
LEDGF integ inh – blocks HIV-1 LEDGF/p75-dependent DNA integration; TR-FRET IN-LEDGF/p75 DNA integration, Eu/Cy5; 370,000 compounds, 0.64% hits; inhibition, % at 3.7 µM;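 active means inhibition above the screen-wide mean plus 3 SD, cut at about 13% in these data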;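 further: signal is the Cy5 over europium emission ratio at 671 and 618 nm; 0% = plate median of compound wells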
rCAG RNA binder – binds r(CAG) RNA repeats; r(CAG) RNA repeat, TO-PRO-1 dye displacement fluorescence; inhibition, % at 3 µM; 370,000 compounds, 1.3% hits;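 active means inhibition above the plate cutoff, the mean of all test compounds on that plate plus 3 SD, cut at about 35% in these data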;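 further: 0% = DMSO alone and 100% = 100 µM mitoxantrone as full dye displacement; higher means more dye released from RNA so lower well fluorescence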
mABHD4 FP – inhibitors of mouse ABHD4. Q8VD66. purified mABHD4, FP-Rh probe fluorescence polarization. inhibition, % at 8.92 µM. 370,000 compounds, 0.54% hits;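 active means inhibition exceeding the mean over every tested compound plus 3 SD, cut at about 30% in these data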;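 further: 0% = plate median of compound wells and 100% = S159A mutant with DMSO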
Target sequence (Q8VD66 whole entry, looked up): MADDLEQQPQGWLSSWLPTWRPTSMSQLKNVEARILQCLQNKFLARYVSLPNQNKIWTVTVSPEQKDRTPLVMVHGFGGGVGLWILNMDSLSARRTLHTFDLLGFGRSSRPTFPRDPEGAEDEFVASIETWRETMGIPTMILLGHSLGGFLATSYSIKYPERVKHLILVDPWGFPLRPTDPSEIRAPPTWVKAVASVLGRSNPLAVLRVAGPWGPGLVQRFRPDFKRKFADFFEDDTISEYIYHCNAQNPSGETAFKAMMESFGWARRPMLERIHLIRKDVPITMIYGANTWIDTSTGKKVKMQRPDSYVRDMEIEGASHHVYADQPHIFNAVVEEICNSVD
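Material: mouse ABHD4 enzyme, wild type; Benchmarks: S159A mutant high control, sample median low control; Buffer or medium: HEPES pH 7.0, NaCl, Pluronic buffer; Signal: fluorescence polarization; Read-out: percent inhibition of probe binding, normalized to plate controls; Timing: pre-incubation 45 min, probe exposure 60 min, at 25 °C; Dosing: 8.92 µM, single dose.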
MBD2 inh – blocks human MBD2 binding to methylated DNA | TR-FRET, MBD2 binding to methylated oligonucleotide | inhibition, % at 4.4 µM | 370,000 compounds, 0.31% hits | AID 686964 | Q9UBB5; in the data active means inhibition above about 13%
Target sequence (Q9UBB5 whole entry, looked up): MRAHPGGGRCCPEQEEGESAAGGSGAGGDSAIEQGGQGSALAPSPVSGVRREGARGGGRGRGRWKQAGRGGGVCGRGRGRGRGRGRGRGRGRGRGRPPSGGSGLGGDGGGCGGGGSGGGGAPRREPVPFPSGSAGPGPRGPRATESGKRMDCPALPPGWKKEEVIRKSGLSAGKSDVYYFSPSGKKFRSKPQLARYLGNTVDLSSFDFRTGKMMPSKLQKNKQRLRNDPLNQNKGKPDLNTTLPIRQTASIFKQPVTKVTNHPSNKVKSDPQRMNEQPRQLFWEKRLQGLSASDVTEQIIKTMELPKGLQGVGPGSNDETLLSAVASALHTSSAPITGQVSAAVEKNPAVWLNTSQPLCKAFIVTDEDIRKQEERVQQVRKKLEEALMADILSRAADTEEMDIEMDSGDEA
TDP2 inh – TDP2 (human) inhibition, absorbance primary screen | O95551 | recombinant TDP2, T5PNP hydrolysis, p-nitrophenol absorbance 415 nm | AID 720702 | 370,000 compounds, 0.34% hits | inhibition, % at 12.8 µM;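 active means inhibition above the mean of all tested compounds plus 3 SD, set per campaign, cut at about 25% in these data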;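 further: 0% = DMSO with enzyme and 100% = buffer with substrate but no TDP2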
Target sequence (O95551 whole entry, looked up): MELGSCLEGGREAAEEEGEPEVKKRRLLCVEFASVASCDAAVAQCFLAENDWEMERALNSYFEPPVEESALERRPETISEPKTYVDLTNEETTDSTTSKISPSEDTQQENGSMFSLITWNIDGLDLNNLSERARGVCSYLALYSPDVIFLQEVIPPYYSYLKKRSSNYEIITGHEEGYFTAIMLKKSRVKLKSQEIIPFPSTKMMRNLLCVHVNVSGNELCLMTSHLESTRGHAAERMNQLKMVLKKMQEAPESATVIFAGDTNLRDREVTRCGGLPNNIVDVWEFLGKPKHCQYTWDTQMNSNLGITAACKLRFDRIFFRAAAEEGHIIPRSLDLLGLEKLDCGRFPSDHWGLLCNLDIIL
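Evaluation: % inhibition relative to enzyme-containing and enzyme-free wells. Material: recombinant human TDP2. Benchmarks: enzyme-free and DMSO wells. Timing: enzyme reaction with compound for 2 h at 37 °C. Compound dosing: 12.8 µM only. Measured by: p-Nitrophenol epi absorbance. Reagent: T5PNP substrate at 5 mM, a TopII-DNA adduct mimic. Replication: single well per compound.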
PRMT1 FP inh – inhibitors of human PRMT1 | 370,000 compounds, 1.3% hits | Q99873 | inhibition, % at 2.79 µM | AID 652257 | recombinant PRMT1, activity-based probe fluorescence polarization;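 active means inhibition above about 21% made by adding two undisclosed values, limit read from the data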
HTRA1 inh – blocks human HTRA1 serine peptidase; Q92743; recombinant HTRA1, FP-rhodamine activity-based probe, fluorescence polarization; inhibition, % at 5.96 µM; 340,000 compounds, 0.5% hits; AID 504803; in the data active means inhibition above about 36%;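 further: 0% = enzyme with DMSO and 100% = wells lacking enzyme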
* marks the source's active call; other numbers are inactive results; · = no result given. This is a subset (hit frequency here may not be typical).

SMILES	TCR CD3 inh	SIAE inh	GC-B act	LEDGF integ inh	rCAG RNA binder	mABHD4 FP	MBD2 inh	TDP2 inh	PRMT1 FP inh	HTRA1 inh
Cc1ccccc1OC(C)C(=O)Nc1ccc(S(=O)(=O)Nc2nccs2)cc1 (stereo not given)	5	3	5	-1	35	8	-3	4	1	-3
CCc1nc2ccc(C(=O)Nc3cccc(OC)c3)cn2c1N(CC)CCN(C)C	-7	5	1	-5	-2	4	-3	2	0	·
COc1ccc(CNS(=O)(=O)c2cc(-c3cc(C)no3)ccc2C(C)C)cc1	5	6	-7	1	1	-8	-2	2	-2	-25
Cc1nn(C(C)C(=O)Nc2ccc(Cl)cn2)c(C)c1[N+](=O)[O-] (stereo not given)	-4	-3	2	0	-3	6	2	1	-3	1
Cc1ccccc1N1C(=O)C2C3CC(=O)C(c4ccccc43)C2C1=O (stereo not given)	1	1	2	-4	-5	4	1	0	0	6
Brc1ccc(CNc2nc3ccccc3n2CCN2CCCCC2)cc1	-11	-8	-13	0	-6	-4	6	-11	4	-13
O=C(/C=C/c1ccccc1Cl)NC1CCCCC1	-2	3	-6	0	-3	-2	0	11	-3	-6
Cn1c(=O)oc2cc(S(=O)(=O)NCCC(=O)NCCc3ccccc3)ccc21	0	0	0	0	1	-5	2	-15	5	0
CCCc1nnc(NC(=O)CCC(=O)N2CCN(Cc3cc(Cl)ccc3OC)CC2)s1	-6	-5	-3	-9	-4	0	4	-19	2	-2
CC(C)(C)NC(=O)C(c1ccccn1)N(C(=O)C1CSC(=O)C1)c1ccc(F)cc1 (stereo not given)	-1	-2	-6	-1	-4	4	4	-8	2	8
O=C(c1ccc2c(c1)CCN2S(=O)(=O)c1ccccc1)N1CCN(c2ccc(F)cc2)CC1	-1	-8	-3	2	-1	-6	-3	8	-2	-13
CC(C)(C)n1nc(C2CC2)c(Br)c1NC(=O)c1ccccc1Cl	5	-1	7	2	2	-5	0	1	-8	·
COc1ccccc1-c1nc2n(n1)C(c1ccc(Cl)cc1)C(C(N)=O)=C(C)N2 (stereo not given)	-1	-2	-2	4	-2	8	4	3	-1	-10
CCOc1ccc(S(=O)(=O)N2CCC(C(=O)NCCc3ccc(OC)c(OC)c3)CC2)cc1	-5	-11	-1	-1	-6	5	3	-11	4	-5
O=C(c1cc(-c2cccs2)on1)N1CCc2ccccc2C1	2	-1	-7	0	2	9	-4	3	0	-9
Cc1ccc(-c2ccc3nnc(SCC(=O)NCC4CCCO4)n3n2)cc1 (stereo not given)	0	-5	5	-7	-2	4	-1	8	2	3
Cc1ccc(/C=N/NC(=S)NC(C)C)o1	-1	3	3	3	0	10	1	3	10	1
COc1ccc(/C=C/c2ccncc2)cc1OC	10	-5	0	-1	-1	-3	3	1	1	-5
COc1ccccc1CNc1cncnc1	6	1	-1	2	1	5	4	11	-2	3
CCc1ccccc1NC(=O)CCc1c(C)nc(SC)nc1C	4	16	-3	1	-2	1	0	-2	0	-5
Cc1cnc(NC(=O)c2ccccn2)s1	-4	-8	4	1	-1	4	2	7	-1	-7
Cc1ccc(N(Cc2ccc(C(=O)NCCSc3ccccn3)cc2)S(C)(=O)=O)cc1C	5	-7	3	4	-3	-10	-4	-5	1	2
Cc1c(Cl)cccc1NC(=O)C1CCCCC1	0	-3	-2	-3	-1	-2	-7	8	0	·
Cc1ccc(-c2c[n+](Cc3ccc(Cl)c(Cl)c3)c3n2CCC3)cc1	-3	5	6	-6	10	10	3	-2	1	-3
CCOC(=O)N1CCN(CC(O)COCc2ccccc2)CC1 (stereo not given)	-6	1	2	0	-8	-5	5	-2	-2	8

Brought forward from above: two entries, then new ones.
SMILES	TCR CD3 inh	SIAE inh	GC-B act	LEDGF integ inh	rCAG RNA binder	mABHD4 FP	MBD2 inh	TDP2 inh	PRMT1 FP inh	HTRA1 inh
Cc1ccc(-c2c[n+](Cc3ccc(Cl)c(Cl)c3)c3n2CCC3)cc1	-3	5	6	-6	10	10	3	-2	1	-3
CCOC(=O)N1CCN(CC(O)COCc2ccccc2)CC1 (stereo not given)	-6	1	2	0	-8	-5	5	-2	-2	8
COc1ccc(/C=N/NC(=O)C(N)=O)c(OC)c1OC	4	0	0	-1	-4	12	2	6	-2	1
CCCCN(C)C(=O)c1cn(C(C)c2ccccc2)nn1 (stereo not given)	·	-1	1	-4	0	0	2	6	2	·
O=C(COc1ccc(Cl)cc1Cl)N/N=C/c1ccc(OC2OC(CO)C(O)C(O)C2O)cc1 (stereo not given)	0	-1	5	-3	0	-9	-1	-5	0	-2
O=C(CCc1ccccc1)NC1C2CC3CC(C2)CC1C3 (stereo not given)	-8	7	-1	-3	-5	-6	-1	-8	-5	4
COCCn1c(N)c(N(Cc2ccccc2)C(=O)c2ccc(-c3ccc(Cl)cc3)o2)c(=O)[nH]c1=O	-6	-4	11	-4	4	-15	5	-17	11	-8
COc1ccc(CCNC(=O)CCc2ccc(S(=O)(=O)NC(C)C)cc2)cc1OC	0	12	2	1	-6	-1	-3	-5	-2	0
CCNC(=O)NC(=O)C(C)Sc1nc2cc(C(=O)OC)ccc2c(=O)n1-c1ccccc1 (stereo not given)	6	-3	0	-1	3	-1	-3	3	1	4
Cc1cc(Br)ccc1NC(=O)CN(C)C(=O)CNC(=O)Cc1ccccc1	-1	-4	7	2	0	3	-2	-3	1	-3
O=S(=O)(NCc1ccccc1)c1ccccc1Br	8	0	4	-2	0	-1	1	8	1	0
Cc1ccc(S(=O)(=O)N(CCO)c2cc3c(s2)CCCC3)cc1	7	-1	-5	4	-3	-6	4	1	1	-10
CNC(=O)c1nn(-c2ccccc2)ccc1=O	2	15	2	0	-1	-1	-2	8	0	0
CC(C)Cc1nnc(NS(=O)(=O)Cc2ccccc2)s1	4	0	4	-1	8	2	0	-11	1	2
COc1ccc(C(=O)c2c[nH]c(C(=O)NCc3cccnc3)c2)cc1	-3	1	-9	0	-3	-5	-5	4	-1	2
CCN(C(=O)CN1CCCCC1)c1c(N)n(Cc2ccccc2)c(=O)[nH]c1=O	-6	-1	3	3	1	-1	2	4	-4	-1
Cc1ccc(C)c(C(=O)Nc2cc(C)nn2-c2nc(C)cc(C)n2)c1	1	-4	0	0	-2	-1	0	3	-1	-6
Cc1nnc(N2CCc3ccccc3C2)[nH]c1=O	8	2	1	1	-3	3	0	1	-1	2
CN(C)CCCN(C(=O)CCc1ccccc1)c1nc2ccc(F)cc2s1	3	0	-2	3	-4	6	7	-6	-1	3
CN(C)CCCO/N=C(\c1ccccc1)c1ccncc1	-10	5	3	-2	-2	24	0	5	3	1
CCCCN1C(=O)Nc2ccccc2S1=O (stereo not given)	-3	-4	5	0	-2	-10	-6	6	-1	9
Cc1nnc(SCc2ccc([N+](=O)[O-])cc2)o1	3	9	-1	4	-1	-2	-1	5	-1	6
COc1cc(C(=S)N2CCOCC2)ccc1OS(=O)(=O)c1ccc(Cl)cc1	-2	4	1	5	-1	-2	-1	-8	7	0
CCN(CC(=O)NCc1ccc(F)cc1)C(=O)c1ccc(C(=O)c2ccccc2)cc1	4	-4	4	3	-5	3	-1	8	-2	5
O=C(Nc1ccc(S(=O)(=O)N2CCCCC2)cc1)c1ccccc1F	-7	-1	-1	-5	-2	-8	-6	2	4	-4
O=C(CSc1ccccc1C(=O)O)Nc1ccc2c(c1)OCO2	-1	-3	-1	1	2	-2	0	-9	0	-5
COC(=O)c1ccc(OCC(O)CN(CCO)CC(O)Cn2ccc3ccccc32)cc1 (stereo not given)	1	-1	-2	2	-6	-3	8	5	4	-4
Continued:
SMILES	TCR CD3 inh	SIAE inh	GC-B act	LEDGF integ inh	rCAG RNA binder	mABHD4 FP	MBD2 inh	TDP2 inh	PRMT1 FP inh	HTRA1 inh
N#Cc1cc(C(=O)c2ccccc2OCC(=O)Nc2ccccc2)cn(C2CCCCC2)c1=O	4	-4	-5	-1	0	0	-2	-1	-5	5
COC(=O)C1=C(C)N(Cc2ccc(C(F)(F)F)cc2)C(=NCC2CC2)NC1c1ccccc1 (stereo not given)	-4	1	-5	2	7	12	0	-7	-3	·
Cc1sc2ncnc(N3CCC(C(=O)N(C)CC(=O)Nc4ccccc4Br)CC3)c2c1C	5	-4	4	1	-3	-6	-5	6	0	-11
COc1ccc(CN2C(=O)c3cccnc3C2Nc2ccc(OC)c(Cl)c2)cc1 (stereo not given)	6	3	-2	4	4	-2	0	6	0	-3
CCOC(=O)C1(Cc2cccc(OC)c2)CCCN(C(=O)c2cc(C)[nH]n2)C1 (stereo not given)	3	5	0	1	-6	3	2	10	-2	-2
CCN(CC(=O)NCc1cccs1)C(=O)c1cccc(S(=O)(=O)Nc2ccc(F)cc2)c1	0	-1	-2	0	4	3	0	7	3	4
O=C(CN1CC(=O)Oc2ccccc21)NCc1ccco1	-7	1	-12	8	7	21	-22	-27	17	6
CCO[C@@H]1OC(C(=O)N2CCOCC2)=C[C@H](c2ccccc2)[C@H]1CCCO	8	4	-2	2	-5	-4	-5	5	-1	-10
CC1CCN(S(=O)(=O)c2ccc3nc(-c4ccccn4)cc(C(=O)NCCN(C)Cc4ccccc4)c3c2)CC1	0	-2	0	5	0	5	0	-2	-6	5
CCOP(C)(=O)C1(C(=O)OCc2ccccc2)CC1 (stereo not given)	-2	-1	5	3	-3	7	-1	1	-2	2
O=C(Cc1cccc2ccccc12)NN1C(=O)CSC1=S	0	-2	4	1	13	-51	0	3	6	-10
O=C(O)CCC(=O)N1CCN(c2ccc(C(=O)c3ccc(F)cc3)cc2)CC1	-2	-2	5	-3	-1	6	0	-4	0	5
CN1C(C(=O)NCc2ccc(OC(F)(F)F)cc2)CC2Cn3c(nc4cc5ccccc5cc43)C21 (stereo not given)	1	-2	-1	-1	6	-2	0	-8	-3	-6
Cn1c(=O)cc(SCC(=O)N2CCCC2)c2ccccc21	0	2	-2	0	-2	-1	-2	-7	2	-5
COc1ccccc1C1NC(=O)NC(C)=C1C(=O)OCc1ccccc1 (stereo not given)	-2	-2	-3	-3	-5	4	6	1	8	-10
CC(OC(=O)c1cc2sccc2n1C)C(=O)NCc1ccc(F)cc1 (stereo not given)	6	4	1	1	-6	-6	3	10	-3	10
Cc1ccc(S(=O)(=O)/N=C2/NC(=O)/C(=C/c3cccnc3)S2)cc1	-2	-17	2	0	15	-3	-1	5	-2	-3
CC(C)CCn1c(N2CCN(c3cccc(Cl)c3)CC2)nc2c1c(=O)[nH]c(=O)n2C	5	5	-8	2	-3	-3	3	3	-1	3
Cc1ccc(S(=O)(=O)N2CCN(C(=O)c3ccccc3)CC2)c(C)c1NS(C)(=O)=O	2	2	2	1	-2	-1	-6	2	0	6
O=C(COC(=O)c1cc(=O)c2ccccc2o1)NC1CCCC1	-10	-1	-3	1	1	1	2	12	5	-1

An excerpt from further up:
SMILES	TCR CD3 inh	SIAE inh	GC-B act	LEDGF integ inh	rCAG RNA binder	mABHD4 FP	MBD2 inh	TDP2 inh	PRMT1 FP inh	HTRA1 inh
Cc1ccccc1OC(C)C(=O)Nc1ccc(S(=O)(=O)Nc2nccs2)cc1 (stereo not given)	5	3	5	-1	35	8	-3	4	1	-3
CCc1nc2ccc(C(=O)Nc3cccc(OC)c3)cn2c1N(CC)CCN(C)C	-7	5	1	-5	-2	4	-3	2	0	·

Source: PubChem
